GAA inh: qHTS Assay for Inhibitors of Human alpha-Glucosidase as a Potential Chaperone Treatment of Pompe Disease; hit rate 0.005% among 200,000; Potency, µM (doses to about 76.9 µM), for inactives: at the top dose activity change, negative = inhibition, actives largely listed as inhibitors; AID 1466, 2008; purified human GAA, 4-MU-alpha-glucoside fluorescence; Lysosomal alpha-glucosidase (Homo sapiens), P10253;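 further: plate controls were uninhibited enzyme wells for no effect and no-enzyme background for full effect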
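Enzyme (4 nM final) mixed with compound (up to 77 uM), then 4-MU-alpha-D-pyranoside (400 uM final) added; 20 min at room temperature, pH 5.0. Reaction stopped at pH 10, fluorescence read, AC50 derived by Hill fit.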
aGlu spleen mod: qHTS Assay for Inhibitors and Activators of Human alpha-Glucosidase From Spleen Homogenate. Potency, µM (highest dose often 79.9 µM), for inactives: at the top dose activity change, negative = inhibition, actives largely listed as inhibitors. human spleen homogenate, 4-MU-alpha-glucoside fluorescence. hit rate 0.006% among 240,000. Lysosomal alpha-glucosidase (Homo sapiens), P10253;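 further: 0% = enzyme with vehicle and -100% = no enzyme basal signal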
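AC50 values come from Hill-equation fits of concentration-response data, normalized to no-enzyme and full-activity controls. Enzyme source: 1 ug human spleen homogenate; 1 mM fluorogenic 4-MU glucoside, pH 5.0 citrate buffer, 37 C, 40 min.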
Epigenetic reg: Quantitative High-Throughput Screen for Regulators of Epigenetic Control; murine LDR cells, GFP reporter derepression, 30 h; Potency, µM (highest dose often 53.9 µM), inactives show at the top dose GFP activation, usual class: activators; hit rate 0.2% among 280,000; further: % of control where 0% means no effect; nearly all actives have a fitted effect of over 60% in size
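Murine LDR cells bearing a silenced CMV-driven GFP reporter were exposed to compound for 30 h at 37 C. After PBS washes, GFP-positive cells (20-120 um objects) counted by laser-scanning microplate cytometry.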
ALDH1A1 inh: qHTS Assay for Inhibitors of Aldehyde Dehydrogenase 1 (ALDH1A1) | Aldehyde dehydrogenase 1A1 (Homo sapiens), P00352 | Purified ALDH1A1, NADH fluorescence, propionaldehyde substrate | Potency, µM (titrated, usually from 75.3 µM), without a hit: at the highest dose activity, negative = inhibition, most hits filed as inhibitors | hit rate 7.3% among 220,000; active means well fitted inhibition curve with a large enough effect, not every such curve was filed as active; inconclusive means small, poorly fitted or top-dose-only effect, or another doubt; inactive means no such curve, though single readings can be large or run the other way;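 further: plate controls were no enzyme wells and a reference inhibitor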
Target sequence (P00352 whole entry, looked up): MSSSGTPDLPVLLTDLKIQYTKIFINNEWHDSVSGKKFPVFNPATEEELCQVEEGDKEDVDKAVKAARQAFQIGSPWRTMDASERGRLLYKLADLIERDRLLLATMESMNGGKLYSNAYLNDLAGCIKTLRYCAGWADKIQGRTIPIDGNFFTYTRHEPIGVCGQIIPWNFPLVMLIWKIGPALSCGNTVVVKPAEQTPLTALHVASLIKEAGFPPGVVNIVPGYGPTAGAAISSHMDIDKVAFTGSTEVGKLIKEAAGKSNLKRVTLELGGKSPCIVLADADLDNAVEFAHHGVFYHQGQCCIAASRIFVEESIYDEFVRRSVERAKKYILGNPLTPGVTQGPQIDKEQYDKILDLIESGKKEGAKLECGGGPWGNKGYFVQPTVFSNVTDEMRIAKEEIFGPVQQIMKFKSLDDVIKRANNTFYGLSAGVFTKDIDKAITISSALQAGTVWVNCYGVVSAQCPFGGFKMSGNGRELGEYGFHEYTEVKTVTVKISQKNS
GLA spleen mod: qHTS Assay for Inhibitors and Activators of Human alpha-Galactosidase From Spleen Homogenate. human spleen homogenate, 4MU-alpha-Gal fluorescence, 40 min. Potency, µM (doses to about 80 µM), for the others: top-dose activity change, negative = inhibition, hits mostly inhibitors. hit rate 0.008% among 240,000. AID 2107, 2009;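 further: 0% = enzyme with vehicle and -100% = no enzyme basal signal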
Target sequence (P06280 32-429 limits assumed): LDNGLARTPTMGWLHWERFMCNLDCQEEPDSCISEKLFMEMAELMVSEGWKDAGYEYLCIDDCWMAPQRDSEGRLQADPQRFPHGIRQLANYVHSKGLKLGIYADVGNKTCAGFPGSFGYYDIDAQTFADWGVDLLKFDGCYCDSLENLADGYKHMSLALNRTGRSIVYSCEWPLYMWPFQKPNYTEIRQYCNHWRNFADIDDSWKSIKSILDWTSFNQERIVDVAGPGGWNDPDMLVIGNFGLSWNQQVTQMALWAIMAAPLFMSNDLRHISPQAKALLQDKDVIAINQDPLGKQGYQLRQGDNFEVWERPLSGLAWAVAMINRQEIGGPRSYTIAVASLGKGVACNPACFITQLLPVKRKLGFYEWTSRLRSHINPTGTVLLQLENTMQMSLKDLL
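qHTS titration in buffer at pH 5.0. Alpha-galactosidase activity in spleen homogenate was measured via 4-methylumbelliferone release from 1 mM fluorogenic substrate after 40 min at 37C and a pH 10 stop. AC50 came from Hill fits of control-normalized data.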
NPSR antag: qHTS Assay for Antagonists of the Neuropeptide S Receptor: cAMP Signal Transduction; CHO-NPSR cells, cAMP TR-FRET, antagonist mode; Potency, µM (highest dose often 38.3 µM), for inactives: top-dose activity change, negative = inhibition, hits mostly inhibitors; hit rate 1% among 220,000; AID 1461, 2008; further: on the % scale 0 is the no-effect control and ±100 the full control effect; nearly all actives have a fitted effect of over 50% in size; many of its hits are not listed in these tables
Tau fluor counter: Counterscreen qHTS for Inhibitors of Tau Fibril Formation, Fluorescence Polarization; hit rate 0.93% among 280,000; Potency, µM (highest dose often 57.7 µM), inactives show at the highest dose activity change, negative = decrease; tau K18 P301L Alexa594 fluorescence, heparin fibrillization; further: on the % scale 0 is the no-effect control and ±100 the full control effect; nearly all actives have a fitted effect of over 55% in size
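Human tau K18 P301L (15 uM unlabeled, 0.24 uM Alexa 594-labeled) in 100 mM sodium acetate pH 7 with 20 uM heparin, 6 hr at 37 C. ThT 30 uM added, 1 hr ambient; Alexa 594 FP and total fluorescence read at 555/632 nm.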
GAA glycogen mod: qHTS Assay for Inhibitors and Activators of Human alpha-Glucosidase Cleavage of Glycogen; recombinant GAA, glycogen substrate, Amplex Red glucose oxidase fluorescence; Potency, µM (top dose mostly 76.4 µM), for inactives: at the top dose activity change, negative = inhibition, hits mostly inhibitors; hit rate 0.38% among 300,000; AID 2100, 2009;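 further: 0% = full enzyme reaction and -100% = no-enzyme basal signal; the screen sought inhibitors and activators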
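Natural-substrate format: glycogen cleavage by 4 nM human enzyme, glucose read by Amplex Red coupling (Ex 573, Em 610 nm). Normalized to enzyme and no-enzyme controls.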
* hit, by the source's call; u = inconclusive; x = no result given; & = joins results of further samples; [ ] = another dose, or the depositor's remark. Unless noted, the call rests on the fitted dose curve; in most records, active means well fitted curve in the direction sought with a large enough effect; inconclusive means small, poorly fitted or top-dose-only effect, or another doubt; inactive means no such curve, though single readings can be large; an effect the other way counts as inactive or inconclusive. Potency means the concentration at half of the fitted maximal effect. An excerpt (hit frequency here may not be typical).

| canonical_smiles | NPSR antag | ALDH1A1 inh | Epigenetic reg | GAA glycogen mod | aGlu spleen mod | GAA inh | GLA spleen mod | Tau fluor counter |
| --- | --- | --- | --- | --- | --- | --- | --- | --- |
| Cc1cccc(N)c1-c1c(C)cccc1N | 21% | 1% | 0.3% | -12% | -7% | -4% | -1% | 0% |
| O=C(O)c1ccc(S(=O)(=O)NC2CCCc3ccccc32)cc1 (configuration not stated) | -1%[46.1 µM] | 18% | 0.8% | -1% | -2% | 2% | -6% | 2% |
| COc1ccc(CCNc2oc(COc3ccc(Br)cc3)nc2C#N)cc1OC | -26%[46.1 µM] | 4% | -4.1% | -14% | -14% | -3% | 14% | u |
| COC(=O)C(C)n1nnc2sc(-c3ccccc3)cc2c1=O (configuration not stated) | 8% | u | -2.8%&3.0% | -10% | 14% | 9% | 11% | -19%&-20% |
| CSc1n[nH]c(/N=C/c2oc(O)c3ccccc23)n1 | 9% | -11% | -2.7% | 6% | 2% | -10% | 0% | 1% |
| CC(C)(C)n1cc(S(=O)(=O)c2ccccc2)[nH]c1=O | 11% | -4% | -5.3% | 0% | 3% | -5% | 4% | -2% |
| O=C(NCc1ccncc1)c1cccc(F)c1 | -1%[46.1 µM] | 1% | 0.3% | 4% | -1% | 4% | 3% | 6% |
| COc1ccc(NC(=O)C2CCCN(S(=O)(=O)c3c(C)n[nH]c3C)C2)c(OC)c1 (configuration not stated) | -12%[46.1 µM] | 1% | 2.6% | 8% | -2% | -10% | -4% | -16% |
| CC1CCCC2(C1)NC(=S)c1c(sc3c1CCCC3)N2 (configuration not stated) | -9%[46.1 µM] | 3.5µM* | 2.9% | u | 3% | -3% | -19% | u |
| CCOC(=O)c1ccc(NC(=O)CN2C(=O)C(CC)SC(CC)C2=O)cc1 (configuration not stated) | -15% | u | -1.1% | -2% | -2% | -3% | 1% | u |
| Fc1ccccc1N1CCN(C(c2cccs2)c2nnnn2CCc2ccccc2)CC1 (configuration not stated) | u | u | 2.5% | -10% | -5% | -13% | -1% | -23% |
| CC1=C(C)CC(C(=O)N2CCN(C/C=C/c3ccccc3)CC2)C(C(=O)O)C1 (configuration not stated) | 1% | 10% | -0.1% | 14% | 0% | u | -9% | 2% |
| CC(C)CC(=O)N1CCC(O)(CS(=O)(=O)Cc2ccc(Cl)cc2)CC1 | -7%[46.1 µM] | 3% | 3.4% | 6% | -1% | 4% | -2% | -5% |
| OC1(Cc2ccccc2)CCNCC1 | -16%&7% | 8% | 0.0%&-0.9% | 6%&1% | 0%&4% | 3% | -6%&-2% | 0%&4% |
| Cc1cc(C)c2c(N)c(-c3nc4ccccc4[nH]3)sc2n1 | -11%[46.1 µM] | -11% | -0.9% | -4% | 0% | -1% | 12% | -27% |
| O=C(O)c1ccc(COc2ccc(/C=N/NC(=O)c3cccs3)cc2)cc1 | -13%[46.1 µM] | 3% | 1.1% | 4% | 0% | 0% | -1% | -17% |
| O=C(NC(=S)NCc1ccc2c(c1)OCO2)c1ccccc1 | -10% | u | 0.0% | -8% | 2% | -2% | -3% | -19% |
| Cc1ccc(N2C(=O)CC(Sc3ncn[nH]3)C2=O)cc1 (configuration not stated) | -6%[46.1 µM] | 11µM* | -1.0% | 0% | -2% | -1% | -4% | -5% |
| C/C(=N\NC(=O)Cn1nc(C)c(Br)c1C)c1cccs1 | 3% | 10% | -1.9% | 4% | -3% | 0% | 2% | -8% |
| C=CCn1cnc2scc(-c3ccc(C)c(C)c3)c2c1=O | 52% | 0% | -4.7% | -14% | 2% | 15% | 3% | -14% |
| Cc1ccc2c(c1)NCC(C(=O)NC1CCC(C)CC1)O2 (configuration not stated) | 9% | -6% | 2.5% | -25% | -1% | 1% | -4% | -18% |
| Cc1nnc2n(Cc3ccccc3)c(=O)c3c4c(sc3n12)COC(C(C)C)C4 (configuration not stated) | -18%[46.1 µM] | 15% | 1.4% | 8% | 0% | -4% | -1% | 1% |
| O=C(O)CCC(NC(=S)Nc1ccccc1)C(=O)O (configuration not stated) | 7% | x | -1.0% | u | 0% | x | -2% | -8% |
| COc1ccc(CC(=O)Nc2ccc(S(=O)(=O)Nc3ncccn3)cc2)cc1OC | 15% | x | 0.0% | 1% | 7% | x | 13% | 1% |
| Cc1cc(C)cc(NC(=O)C(OC(=O)c2cccs2)c2ccccc2)c1 (configuration not stated) | -21% | u | 0.0% | 6% | -2% | -9% | 0% | -29% |
| O=C(NC1CCCc2c1cnn2-c1ccc(F)cc1F)c1cnccn1 (configuration not stated) | -17% | 4% | -0.1% | 4% | -6% | x | -6% | -3% |
| Cc1cc(NS(=O)(=O)c2ccc(NC(=O)C(C)N3C(=O)c4ccccc4C3=O)cc2)nc(C)n1 (configuration not stated) | 0%[46.1 µM] | 10% | 0.0% | -8% | 0% | 3% | 10% | 7% |
| CCCn1nnnc1NC(=O)COc1ccc(Cl)c(C)c1 | -4%[46.1 µM] | -3% | 0.0% | -4% | 2% | -10% | -4% | -6% |
| CCOC(=O)/C=C1\SCC(=O)N1CC(=O)NC(c1ccccc1)c1ccccc1 | 8% | 7% | 0.0% | -1% | -10% | 9% | -2% | 2% |
| c1ccc(-c2ccccc2-c2nc(-c3cccnc3)no2)cc1 | -7%[46.1 µM] | u | -0.1% | -4% | 4% | 1% | 9% | -12% |
| COc1cccc(NC(=O)c2ccc(NC(=O)C3CC(=O)OC34CCCCC4)cc2)c1 (configuration not stated) | -8% | -3% | 1.1% | -9% | -4% | -11% | 1% | -24% |
| CCCCNS(=O)(=O)c1ccc(S(=O)(=O)NCc2ccncc2)cc1 | -4%[46.1 µM] | 9% | -1.2% | -5% | -10% | -10% | 6% | -6% |
| Cn1c(N)c(C(=O)COC(=O)c2ccc([N+](=O)[O-])o2)c(=O)n(C)c1=O | -9% | u | 1.9% | 4% | -3% | 1% | -10% | -10% |
| COC(=O)[C@@H]1CC[C@H](C)[C@@H](c2ccc(C)cc2)N1C(=O)c1ccc(/C=N\O[C@@H](C)CN2CCCc3nc(C)c(C)cc32)cc1 | x | 10%[13.5 µM] | 2.3%[10.1 µM] | x | 9%[17.4 µM] | x | 5%[17.5 µM] | 0%[11.6 µM] |
| CCC(C)(C)NC(=O)C(c1ccccc1)N(Cc1cccnc1)C(=O)c1csnn1 (configuration not stated) | -4%[46.1 µM] | 3% | -1.2% | 5% | -6% | 1% | 9% | -4% |
| COc1cc2c3nnc(-c4ccc(F)cc4)c-3cn(Cc3ccc(C)cc3)c2cc1OC | u | 4.5µM* | 6.3µM* | -3% | -5% | -9% | -1% | -1% |
| Cc1cccc(OCCC(=O)NCC(=O)Nc2cccc(C)c2C)c1 | 17% | -2% | -1.1% | 3% | -8% | 8% | -3% | 0% |
| Cn1c(=O)c2c(nc(NC3CCCCC3)n2CC(=O)C23CC4CC(CC(C4)C2)C3)n(C)c1=O | -17%[46.1 µM] | 1% | 0.0% | -6% | -1% | -2% | 0% | -19% |
| Cc1cc([N+](=O)[O-])nn1CC(=O)NNC(=S)Nc1ccc([N+](=O)[O-])cc1 | -4%[46.1 µM] | 22µM* | -1.4% | u | 0% | -14% | 6% | -17% |
| CCC12CN3CC(CC)(CN(C1)C3c1ccccc1Cl)C2O (configuration not stated) | -8%[46.1 µM] | 4% | 2.5% | 5% | 0% | -3% | -1% | 2% |
| CN1C(=O)C2CN(CCc3ccccc3)CNC2N(C)C1=O (configuration not stated) | 5%[46.1 µM] | 11% | 0.0% | -4% | 3% | -2% | 4% | -5% |
| COc1cc2c(cc1OC)C(C)N(C(=O)c1cccc([N+](=O)[O-])c1)CC2 (configuration not stated) | -2% | 1% | 3.8% | -1% | 2% | -4% | 2% | -7% |
| O=C(c1ccncc1)N1N=C2CCCCCC2C1(O)C(F)(F)F (configuration not stated) | -11% | 5% | 1.1% | -10% | -5% | 11% | 1% | -3% |
| CCC(C)N(C(=O)COc1ccc(NC(C)=O)cc1)C1CCS(=O)(=O)C1 (configuration not stated) | 10% | 11% | -0.4% | -10% | -16% | 2% | 1% | -4% |
| O=C(CNCC1CCCCC1)Nc1ccc(N2CCCCC2)cc1 | -19% | u | -0.1% | -11% | -12% | 5% | 9% | -7% |

An excerpt from above, showing only GLA spleen mod, aGlu spleen mod and Tau fluor counter.
SMILES	GLA spleen mod	aGlu spleen mod	Tau fluor counter
COC(=O)[C@@H]1CC[C@H](C)[C@@H](c2ccc(C)cc2)N1C(=O)c1ccc(/C=N\O[C@@H](C)CN2CCCc3nc(C)c(C)cc32)cc1	5%[17.5 µM]	9%[17.4 µM]	0%[11.6 µM]
CCC(C)(C)NC(=O)C(c1ccccc1)N(Cc1cccnc1)C(=O)c1csnn1 (configuration not stated)	9%	-6%	-4%

Continued.
| canonical_smiles | NPSR antag | ALDH1A1 inh | Epigenetic reg | GAA glycogen mod | aGlu spleen mod | GAA inh | GLA spleen mod | Tau fluor counter |
| --- | --- | --- | --- | --- | --- | --- | --- | --- |
| CCOc1cc(CNn2cnnc2)cc(Br)c1OCC(=O)NC1CCCCC1 | -10%[46.1 µM] | -11% | 3.5% | -9% | 2% | -3% | 2% | 3% |
| C#CCNC(=O)C1=C[C@@H](C2CCCCC2)[C@H](CCCO)[C@@H](OCC)O1 | 32% | u | 0.2% | 8% | -7% | x | -2% | 4% |
| COc1cc(C2C(C#N)=C(N)OC3=C2C(=O)CC(C)(C)C3)cc([N+](=O)[O-])c1O (configuration not stated) | 49% | -6% | 3.0% | 12% | -4% | 0%[15.4 µM] | -2% | -14% |
| CCCCN(CC)S(=O)(=O)c1ccc(C(=O)N(CCCN(C)C)c2nc3cc(C)cc(C)c3s2)cc1 | 10µM* | 3% | 12% | 16% | 5% | -5% | -2% | -14% |
| COc1ccc(C(c2nnnn2C(C)(C)C)N2CCN(c3nc4ccccc4s3)CC2)cc1 (configuration not stated) | u | -4% | 0.0% | -8% | -21% | -8% | -13% | -12% |
| O=C(Cn1c(=O)oc2cc(S(=O)(=O)N3CCCCCC3)ccc21)NC1CCCCC1 | 9%[46.1 µM] | 4% | 1.4% | 4% | 13% | -4% | 12% | -13% |
| CCOc1cc(S(=O)(=O)NCCc2ccc(OC)c(OC)c2)c(OCC)cc1-n1cnnn1 | -5%[46.1 µM] | u | 0.0% | 4% | -2% | -3% | -5% | -14% |

Assay outcomes as filed in PubChem.
